# CYP2C19 act = cytochrome P450 2C19 (human) activation. recombinant CYP2C19, luciferin-H EGE luminescence; hits give high values; 0 = fully inhibited enzyme, 1 = untreated enzyme. activation factor at 5 µM. 96,000 tested, under 10 active;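 active = activation factor of at least 2 at 5 µM in the primary screen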;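 also: 0 = wells with 2.5 mM tranylcypromine and 1 = vehicle-only wells; values of inactives mirror those of a sister screen read the other way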
# Mac1 fbg enh = enhancers of human CD11b/CD18 binding to fibrinogen | K562 CD11b/CD18 adhesion to fibrinogen, ATPlite luminescence | activation, % at 10 µM | P05107+P11215 | AID 1499 | 93,000 tested, 0.07% active;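 active = 10 µM primary screen giving 50% or more activity, confirmed by 40% or more on retest at that dose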; also: strong numbers were not always called active; reference of the scale not given here
# Target sequence (P05107 whole entry, looked up, other chains not shown): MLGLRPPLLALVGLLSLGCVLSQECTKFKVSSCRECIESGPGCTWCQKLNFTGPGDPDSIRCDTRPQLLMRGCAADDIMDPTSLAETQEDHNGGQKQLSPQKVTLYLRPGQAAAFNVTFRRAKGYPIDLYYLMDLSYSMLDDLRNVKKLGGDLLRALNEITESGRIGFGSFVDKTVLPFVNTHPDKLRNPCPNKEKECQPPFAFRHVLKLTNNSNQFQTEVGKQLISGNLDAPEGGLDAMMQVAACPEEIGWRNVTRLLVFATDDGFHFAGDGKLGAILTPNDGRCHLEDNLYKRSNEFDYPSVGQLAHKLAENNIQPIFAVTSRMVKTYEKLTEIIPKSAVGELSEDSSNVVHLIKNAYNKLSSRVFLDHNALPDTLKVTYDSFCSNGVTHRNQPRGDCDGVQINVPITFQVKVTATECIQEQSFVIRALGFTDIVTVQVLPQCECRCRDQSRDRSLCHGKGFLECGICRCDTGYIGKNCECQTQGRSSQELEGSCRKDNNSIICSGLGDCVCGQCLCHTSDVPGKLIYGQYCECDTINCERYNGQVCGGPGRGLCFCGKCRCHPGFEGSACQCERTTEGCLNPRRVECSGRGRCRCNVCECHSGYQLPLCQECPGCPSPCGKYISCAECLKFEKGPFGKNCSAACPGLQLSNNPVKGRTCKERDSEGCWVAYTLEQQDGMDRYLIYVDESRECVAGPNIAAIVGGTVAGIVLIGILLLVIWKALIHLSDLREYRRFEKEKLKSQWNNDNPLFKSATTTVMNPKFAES
# PLAP act = human PLAP activation | 96,000 tested, 1.2% active | purified PLAP enzyme, luminescent substrate read-out; hits give high values | activation fold at 20 µM | P05187; in the data active = activation fold above about 2
# CYP2C19 inh = blocks human cytochrome P450 2C19 | inhibition, % at 5 µM | P33261 | CYP2C19 Supersomes, luciferin-H EGE luminescence, 30 min | AID 778 | 96,000 tested, 21% active;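 active = CYP2C19 inhibition above a set limit at 5 µM in the primary screen, cut at about 50% in these data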;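 also: plate controls were negative control wells for no effect and 2.5 mM tranylcypromine positive control for full effect; values of inactives mirror those of a sister screen read the other way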
# CYP2C9 inhib = inhibitors of human CYP2C9 | CYP2C9 Supersomes, luciferin-H conversion, luminescence | inhibition, % at 5 µM | 96,000 tested, 20% active;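 active = blocking of liver enzyme CYP2C9 beyond about 50% at 5 µM, limit read from the data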; also: values of inactives mirror those of a sister screen read the other way
# Pyk2 oligo antag = Pyk2 (human) oligomerization antagonism; Q293 cells, Pyk2 FERM NanoBiT luminescence; hits give low values; z-score (the deposit names both 25 µM and 10 µM); 99,000 tested, 0.83% active; AID 1347419;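 active = Z-score of -3 or lower, scaled per plate to the spread of control and sample wells; inactive = z-score above -3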;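 also: negative z-score means lost luminescence so less FERM oligomerization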
# MT1-MMP txn act = MT1-MMP promoter transcription activation | 86,000 tested, 0.16% active | HT1080 MT1-MMP promoter luciferase reporter, luminescence, overnight; hits give high values | AID 750 | activation factor at 10 µM;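 active = activation factor of at least 2 for MT1-MMP transcription at 10 µM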
# CYP2C9 activ = increases human cytochrome P450 2C9 activity; AID 1024; activation factor at 5 µM; recombinant CYP2C9, luciferin-H conversion, luminescence; hits give high values; factor 1 = untreated enzyme, 0 = blocked; 96,000 tested, 1.4% active; P11712;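 active = activation factor of 2 or more for CYP2C9 at a 5 µM dose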;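 also: 0 = sulfaphenazole-blocked wells and 1 = vehicle-only wells; values of inactives mirror those of a sister screen read the other way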
# Mac1 fbg inh = CD11b/CD18-fibrinogen binding inhibition. P05107+P11215. K562 CD11b/CD18 adhesion to fibrinogen, ATPlite luminescence; Mn2+ added to activate the integrin. inhibition, % at 10 µM. 93,000 tested, 0.54% active. AID 1497;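 active = primary inhibition of 50% or more at 10 µM, then 40% or more on retest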; also: some results filed as inactive read as strong as hits
# An asterisk follows results filed as active; / = no result given.
CYP2C19 act,Mac1 fbg enh,PLAP act,CYP2C19 inh,CYP2C9 inhib,Pyk2 oligo antag,MT1-MMP txn act,CYP2C9 activ,Mac1 fbg inh,canonical_smiles
1,-1.1,1,-4.4,-0.3,/,1.1,1,-12.2,CCc1ccc(C2CC(c3ccc(C)cc3)Nc3nc(N)nn32)cc1 (centres undefined)
1.1,/,0.9,-5.7,-1.5,-0.11,1.2,1,/,CN(C)/C=C1\C=C(c2ccccc2)OC1=O
0.7,-3.0,1.2,32.2,-93.9,2.05,1.2,1.9,-4.2,CCNC(=O)COC(=O)COc1ccc(Cl)cc1C
0.8,-4.0,1,20.0,-50.0,0.35,1.1,1.5,-0.3,CCCn1c(C)cc(/C=C(\C#N)C(=O)OCC(=O)NC(=O)NCC)c1C
0.6,-4.9,0.9,40.7,28.4,1.07,1,0.7,0.5,O=C(c1ccccc1)N1CCN(C(=O)c2cc3ccccc3o2)CC1
1,-0.3,1,-0.6,-19.1,-1.01,1,1.2,7.4,Cc1cccc2cc3c(NC(=O)CC(C)C)nn(C)c3nc12
0.7,-2.4,1.2,28.0,3.4,-0.17,1.1,1,-6.8,CCOc1ccccc1C(=O)N(Cc1ccco1)C1CCS(=O)(=O)C1 (centres undefined)
0.7,9.4,0.8,34.7,31.1,-0.12,1.1,0.7,-18.8,Clc1ccc(SCCn2cncn2)cc1
1.1,-1.3,0.9,-6.7,-4.9,-1.32,1.1,1,-3.5,CCOC(=O)c1ccc2c(c1)C(=O)N(C1CCCCC1)C2=O
0.9,-2.0,2.9*,9.1,-14.3,-0.78,/,1.1,2.2,CCNC(=S)NNC(=O)c1ccccc1OC(F)F
1,1.4,1,4.0,6.3,1.11,1.2,0.9,-20.9,Cc1nonc1OCCn1nnnc1N
0.4,-1.2,1.5,64.6*,56.3*,-1.6,1.1,0.4,-19.7,CNC(=O)C1CC(=O)N(CCCc2ccccc2)C(=Nc2ccccc2)S1 (centres undefined)
1,-1.8,1.1,-0.9,23.3,0.26,0.9,0.8,-27.4,CC1(C)Cc2c(c(-c3ccccc3)nc(N3CCOCC3)c2C(N)=O)CO1
1.1,1.6,1.2,-11.9,-27.2,0.53,0.9,1.3,7.4,Cc1nonc1NC(=O)c1ccccc1Br
1.1,/,1.2,-13.5,-13.2,-0.44,/,1.1,/,O=c1c2ccccc2nc2n1C(CSc1ccc(Br)cc1)CN2 (centres undefined)
1.2,4.0,1.1,-22.1,-6.1,0.83,1.1,1.1,-6.0,O=C(COC(=O)C1COc2ccccc2O1)NC(=O)NC1CCCC1 (centres undefined)
1.2,-0.7,1.1,-16.5,-15.6,0.83,1.1,1.2,35.3,Cc1cc2oc(=O)cc(C)c2cc1NC(=O)CCC(=O)O
0.7,-5.3,1.5,31.9,30.7,/,1.1,0.7,-12.6,CC(=O)C(Sc1ncnc2c1nnn2-c1ccc(F)cc1)C(=O)N(C)C (centres undefined)
0.7,2.6,0.9,29.2,42.4,1.21,0.7,0.6,20.8,Cc1cc(C)n(-c2ccc(C(=O)Nc3ccccn3)cc2)n1
1.1,-0.4,0.9,-7.2,-6.9,/,1,1.1,3.5,CCOC(=O)N1CCN(C(=O)Cn2ncc3ccccc32)CC1
1,-6.8,1,-2.0,-5.8,-0.03,1,1.1,-41.4,Cc1ccc(/C=N/n2c(C)nnc2C)cc1
0.5,-2.9,1.8,45.3,7.0,-0.41,1.1,0.9,6.5,N=c1c2c(-c3ccccc3)c(-c3ccccc3)oc2ncn1CCCN1CCOCC1
1,4.2,0.9,-4.2,32.9,-0.16,1.2,0.7,0.2,CCOn1c(=O)c(-c2cc3ccccc3o2)[n+]([O-])c2ccccc21
0.9,-1.2,0.9,14.6,-8.4,-1.46,1.3,1.1,-15.0,O/N=C1/CC/C(=N\O)c2nn(-c3ccccc3)nc21
1.2,-0.9,1.1,-16.7,-17.0,1.08,1.1,1.2,-3.2,Cc1ccc(S(=O)(=O)c2nc(C(C)(C)C)oc2N2CCOCC2)cc1

# Shown comma-delimited: entries from further up.
Molecule,CYP2C19 act,Mac1 fbg enh,PLAP act,CYP2C19 inh,CYP2C9 inhib,Pyk2 oligo antag,MT1-MMP txn act,CYP2C9 activ,Mac1 fbg inh
Cc1nonc1NC(=O)c1ccccc1Br,1.1,1.6,1.2,-11.9,-27.2,0.53,0.9,1.3,7.4
O=c1c2ccccc2nc2n1C(CSc1ccc(Br)cc1)CN2 (centres undefined),1.1,/,1.2,-13.5,-13.2,-0.44,/,1.1,/

# The list continues:
CYP2C19 act,Mac1 fbg enh,PLAP act,CYP2C19 inh,CYP2C9 inhib,Pyk2 oligo antag,MT1-MMP txn act,CYP2C9 activ,Mac1 fbg inh,canonical_smiles
1.2,3.4,1.1,-20.2,-9.0,0.64,/,1.1,2.9,CC(C)NC(=O)C1CCCN(S(C)(=O)=O)C1 (centres undefined)
0.7,2.7,0.9,26.9,14.7,-0.33,1.1,0.9,-53.3,CCOC(=O)c1ccc(NC(=O)CC2SC(=NC)N(C)C2=O)cc1 (centres undefined)
1.1,0.8,1.1,-6.7,45.6,3.24,1.1,0.5,1.5,CC(C)CC(=O)Nc1ccc(S(=O)(=O)NCc2ccco2)cc1
0.9,-1.8,1.1,7.5,88.7*,0.18,/,0.1,16.2,O=C(CSc1nc(Cc2ccccc2)nc2ccccc12)c1ccc2c(c1)OCCO2
1.1,0.7,1,-7.9,-15.8,0.93,1.1,1.2,1.1,COc1ccc(-n2nnnc2SCC(=O)c2ccc3c(c2)OCCO3)c(OC)c1
0.6,-2.9,1.6,37.0,44.4,-0.14,1,0.6,0.1,CCOc1cc(C(=O)OCC(=O)c2c(C)[nH]c3ccccc23)ccc1OCC(=O)N1CCOCC1
0.9,-2.6,1,11.6,-7.6,0.25,1.2,1.1,4.7,COC(=O)[C@H](CCSC)NC(=O)NCCc1ccccc1F
0.9,-4.6,1.1,7.7,3.4,0.78,1.2,1,6.9,COC(=O)c1[nH]c2ccccc2c1NC(=O)CCN1CCSCC1
1.2,-1.9,1,-19.4,-12.7,-0.17,1,1.1,0.7,Cn1c(=O)c2c(ncn2CC(=O)N2CCc3ccccc3C2)n(C)c1=O
0.2,2.6,1.7,75.8*,73.7*,-0.21,1,0.3,36.6,Cc1ccccc1C(=O)c1ccc2c(c1)n(C)c(=O)n2C
0.2,-1.7,1.3,80.6*,96.2*,-0.44,1.4,0,25.4,Cc1cc(Cl)ccc1OCc1n[nH]c(=S)n1C1CCCCC1
1,/,1.1,-1.4,-8.5,0.18,1.1,1.1,/,CCSCC1COC(c2cccn2Cc2ccc(C)cc2)=N1 (centres undefined)
0.7,1.4,0.7,26.2,15.9,-0.25,1,0.8,-19.6,CCOc1ccccc1Nc1nc2ccccc2[nH]1
0.1,19.0,1.4,91.9*,81.6*,-1.38,1.1,0.2,1.1,Cc1ccc(-c2cc(-c3ccccc3Cl)c(C#N)c(N)n2)o1
0.3,-1.8,1.1,72.6*,89.6*,-0.68,/,0.1,23.9,COC(=O)c1ccccc1Sc1c(/C=N/OCc2ccc(Cl)cc2)c(C(F)(F)F)nn1C
0.1,-3.2,1.7,92.3*,97.8*,-0.52,1.5,0,16.0,Cc1cc(/C=C(\C#N)C(=O)OCC(=O)NC(=O)NC(C)(C)C)c(C)n1CCC(C)C
1,-4.8,1.3,1.4,5.1,/,1.1,0.9,18.1,CCC(C)NC(=O)CSc1nc2ccc(N3CCOCC3)cc2c(=O)n1CCc1ccccc1 (centres undefined)
0.7,-0.9,1.4,28.5,-21.7,-0.65,1.1,1.2,3.1,CCOC(=O)C(C(=O)OCC)C(C)C#CCN1CCCCC1 (centres undefined)
0.9,/,0.8,10.5,-2.6,-0.2,1.1,1,/,CN(C)CCCNC(=O)c1ccc2[nH]c3ccccc3c2c1
0.8,4.1,1.9,20.5,93.9*,0.53,1.1,0.1,-7.9,O=C1N/C(=N/N=C/c2ccccc2)SC1(c1ccccc1)c1ccccc1
0.9,-3.3,0.9,12.4,-8.0,0.63,1.1,1.1,-21.9,Cc1occc1C(=O)Nc1cc(C(F)(F)F)ccc1Cl
1.1,-2.7,1.3,-13.7,-8.3,0.45,/,1.1,-31.3,COc1ccc(-c2cc(=O)[nH][nH]2)cc1
1.1,0.9,1,-14.9,-6.1,-0.33,1.1,1.1,-22.5,CCOC(=O)CSc1nc(-c2ccccc2)nc2c1oc1ccccc12
1,/,0.9,3.1,25.9,1.57,1.2,0.7,/,O=C(O)CCc1ccc(-c2ccc(Cl)cc2)n1CCC(=O)O
0.8,2.4,1.8,15.7,9.4,-3.43*,0.8,0.9,5.5,O=C(Cc1cccs1)N(Cc1cccs1)C1(C(=O)NC2CCCC2)CCCCC1
0.8,-0.9,1,15.3,16.4,-0.22,1.1,0.8,-13.4,CCOc1ccccc1N(CC(=O)Nc1cccnc1)S(C)(=O)=O
0,-2.4,1.2,99.1*,19.4,0.03,1.1,0.8,16.2,Cc1[nH]c2ccc(C(=O)O)cc2c1C
1,-5.5,0.7,4.4,30.1,1.13,/,0.7,10.4,O=C(NCc1ccccc1)c1ccc(S(=O)(=O)N2CCCC2)cc1
0.8,-4.4,1.7,19.1,42.1,-1.95,/,0.6,0.8,COc1cccc(C(=O)Cn2c(=O)n(CC3CCCO3)c(=O)c3ccccc32)c1 (centres undefined)
0.5,-0.2,1.3,49.4,48.8,-0.48,1.1,0.5,-5.4,CCOCc1nnc(NC(=O)CSCc2ccccc2)s1
1,/,1.1,-1.1,2.1,0.1,/,1,/,Cc1ccccc1-n1c(C)n[nH]c1=S
0.9,-3.4,0.8,14.5,20.6,0.97,1.1,0.8,-7.9,CCOC(=O)CSc1nc2ccccc2c(=O)n1CC1CCCO1 (centres undefined)
0.6,/,0.9,36.1,43.9,0.1,/,0.6,/,Cc1ccc2nc(C3CCCN(C(=S)Nc4ccccc4C)C3)[nH]c2c1 (centres undefined)
0.9,/,1,13.8,13.0,-0.16,/,0.9,/,Cc1cccc(NC(=O)/C(=C\c2ccco2)NC(=O)c2cccs2)c1
0.9,-0.8,1.8,13.1,33.9,0.86,1.2,0.7,36.9,COc1cccc(CN(CC2CCCO2)S(=O)(=O)c2ccc(S(=O)(=O)NCC3CCCO3)cc2)c1OC (centres undefined)
1,0.8,1,-1.9,42.9,-0.23,1.2,0.6,-3.9,O=C(Nc1ccccc1C(=O)O)c1ccc(Br)o1
1,0.5,1.1,-2.9,41.7,-0.98,/,0.6,8.8,O=C(Nc1cccc(Cl)c1)NC1(C(=O)NCc2cccs2)CCCCC1
1,-2.9,1.2,1.9,0.3,-0.43,1.1,1,5.3,CCCN1C2CCCC1CC(NC(=O)c1cc(OC)c(OC)c(OC)c1)C2 (centres undefined)
1,-2.6,0.9,0.4,-7.2,-0.05,1.1,1.1,-16.3,COc1cc(C(=O)NCCCN2CCCC2=O)cc(OC)c1OC
0.6,5.2,1.1,36.1,36.6,-0.23,1.1,0.6,-1.5,COc1ccc(OCc2nn3c(-c4ccccn4)nnc3s2)cc1
0.7,3.0,1.1,29.4,57.6*,-0.14,/,0.4,-10.0,Cc1ccc(C(=O)/C=C/c2ccc(-c3ccccc3[N+](=O)[O-])o2)cc1
1,-1.1,1.6,3.2,-12.4,0.08,1.3,1.1,-9.0,COc1ccc(C(C(=O)NC2CCCCC2)N(CC2CCCO2)C(=O)CNC(=O)c2ccco2)cc1 (centres undefined)
1,-2.8,1.3,4.8,-11.5,0.1,/,1.1,10.3,O=C(N/C=N/OCc1cccc(C(F)(F)F)c1)N1OC[C@@H]2COc3ccc4ccccc4c3[C@@H]21
0.9,-1.2,0.9,5.3,7.8,0.72,/,0.9,1.2,CN(C)CCCNCCNC(=O)/C=N\O
0.7,-3.1,1.3,29.8,24.1,-0.84,1.2,0.8,1.5,COCCNC(=O)c1ccc2c(=O)n(Cc3ccco3)c(SCC(=O)NC3CCCCC3)nc2c1
0.9,5.6,1,12.2,69.5*,0.03,1,0.3,-34.9,COCCCNC(=O)c1ccc(N(C)S(=O)(=O)c2ccc(OC)cc2)cc1
0.9,2.9,1.6,10.8,10.7,-0.54,1.1,0.9,-7.6,Cn1c(CNC(=O)c2ccco2)nnc1SCC(=O)N1c2ccccc2Sc2ccccc21
